Source: PubChem
TMEM16A inh: mouse TMEM16A channel inhibition, primary screen | HEK293 TMEM16A/YFP iodide influx fluorescence, ionomycin | normalized B-score (activity score, 25-100; higher = stronger inhibition) at 10 µM | actives 1.2% (n = 310,000) | AID 588511;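 active means ratio plate-corrected score three or more library SD toward inhibition, starting fluorescence score within five deviations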;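 further: score derived from kinetic fluorescence span divided by baseline fluorescence per well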
KCNQ1 inh: human KCNQ1 channel inhibition; CHO-K1 KCNQ1, FluxOR thallium flux fluorescence; active compounds read high; actives 1.3% (n = 310,000); B-score at 10 µM;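 active means compounds whose thallium flux B-score, printed positive for inhibition, exceeds three library SD while starting fluorescence stays within three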;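 further: channel opened by potassium depolarization with thallium stimulus after 20 min compound exposure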
Target sequence (P51787 whole entry, looked up): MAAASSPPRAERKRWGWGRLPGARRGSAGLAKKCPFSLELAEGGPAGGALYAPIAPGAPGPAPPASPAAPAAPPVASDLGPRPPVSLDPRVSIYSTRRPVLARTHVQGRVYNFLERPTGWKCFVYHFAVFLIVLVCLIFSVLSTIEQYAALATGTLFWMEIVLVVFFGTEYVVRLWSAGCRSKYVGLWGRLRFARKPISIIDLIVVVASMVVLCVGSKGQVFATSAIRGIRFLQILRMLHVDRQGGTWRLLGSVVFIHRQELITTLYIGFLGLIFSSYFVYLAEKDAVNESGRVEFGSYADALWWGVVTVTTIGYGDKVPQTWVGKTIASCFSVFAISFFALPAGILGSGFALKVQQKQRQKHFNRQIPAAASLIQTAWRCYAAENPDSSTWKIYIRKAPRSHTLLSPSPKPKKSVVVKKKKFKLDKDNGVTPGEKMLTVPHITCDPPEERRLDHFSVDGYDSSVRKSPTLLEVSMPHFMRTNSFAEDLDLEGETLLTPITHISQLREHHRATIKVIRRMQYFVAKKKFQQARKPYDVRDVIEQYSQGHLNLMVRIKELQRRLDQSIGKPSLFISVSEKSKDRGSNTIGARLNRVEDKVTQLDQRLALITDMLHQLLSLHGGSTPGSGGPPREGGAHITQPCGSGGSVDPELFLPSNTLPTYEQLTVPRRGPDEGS
KCNQ1 act: human KCNQ1 channel potentiation or activation | B-score at 10 µM | AID 2648 | CHO-K1 KCNQ1, thallium flux FluxOR fluorescence; active compounds read high | actives 0.35% (n = 310,000) | P51787;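 active means fluorescence ratio B-score, a plate-corrected score, at least three library SD, with initial intensity B-score within 5 SD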
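Assay system: CHO-K1 cells stably expressing KCNQ1. Medium: assay buffer for compound exposure, DMSO matched across wells. Timing: 37 °C overnight plating, 90-min dark dye load, 20-min compound pretreatment. Signal: kinetic FluxOR fluorescence, 10 s baseline plus 110 s post-stimulus.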
KCNK9 inh: inhibitors of human KCNK9 two-pore domain potassium channel. HEK293 KCNK9, FluxOR thallium flux fluorescence; active compounds read low. B-score at 10 µM. actives 1.2% (n = 310,000);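 active means ratio B-score over 3 SD below the library mean, with starting fluorescence within 5 SD of its mean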;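 further: negative B-score means less thallium flux so channel inhibition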
hERG rescue: hERG (human) protection from proarrhythmic block | actives 0.51% (n = 310,000) | activation (rescue from dofetilide block), less the hit threshold, % at 10 µM | CHO-hERG, FluxOR thallium flux, dofetilide IC70 present;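 active means activation above the mean of controls blocked by dofetilide plus 5 SD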;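 further: thallium influx through hERG after potassium depolarization seen as dye fluorescence rise; in these data hits start at about 4.7%; inactives centre near -7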
MrgX1 ag: human MrgX1 receptor agonism, primary screen. B-score at 10 µM. Q96LB2. AID 588627. MrgX1-HEK293 cells, Fluo-4 calcium fluorescence, agonist mode; active compounds read high. actives 0.44% (n = 310,000);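 active means calcium response B-score plate-corrected fluorescence ratio at least 3 library SD, with starting fluorescence B-score inside 5 SD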
Target sequence (Q96LB2 whole entry, looked up): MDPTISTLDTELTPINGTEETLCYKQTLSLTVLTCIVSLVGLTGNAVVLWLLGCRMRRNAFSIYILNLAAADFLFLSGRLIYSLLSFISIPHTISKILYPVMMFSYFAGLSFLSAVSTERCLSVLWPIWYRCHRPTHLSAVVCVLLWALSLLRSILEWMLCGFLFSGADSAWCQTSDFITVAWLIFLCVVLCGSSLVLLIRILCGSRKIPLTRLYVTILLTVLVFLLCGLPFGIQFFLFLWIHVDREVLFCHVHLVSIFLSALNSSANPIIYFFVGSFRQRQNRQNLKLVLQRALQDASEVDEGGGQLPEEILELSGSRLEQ
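times = overnight plating, then 30 min 37 °C plus 30 min room-temperature dye loading | assay system = stable human MrgX1 HEK293 cell line | input = fifteen thousand cells per well | signal = kinetic calcium dye fluorescence, Fluo-4 NW | dosing = compound delivered in addition one of three | read-out = B-scored fluorescence response ratio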
RGS4 block: human RGS4 inhibition; HEK293 M3R/RGS4 inducible, Fluo-4 calcium flux; active compounds read high; triggered by carbachol at its EC20; B-score at 10 µM; AID 463165; actives 0.45% (n = 310,000); P49798;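 active means B-score, a plate-corrected calcium signal, over three deviations above library mean, with baseline fluorescence within five deviations of library mean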;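 further: RGS4 expression induced by doxycycline in cells with stable M3 receptor; B-score is computed from the integrated fluorescence ratio over baseline after carbachol; higher B-score means a larger calcium signal and so more RGS4 inhibition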
KCNK3 inh: human KCNK3 channel inhibition, primary screen. actives 0.84% (n = 340,000). AID 602410. CHO-KCNK3 thallium flux, FluxOR fluorescence; active compounds read low. B-score at 10 µM. O14649;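 active means B-score under library mean minus 4 SD, starting fluorescence ratio at most library mean plus 5 SD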;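 further: more negative B-score means stronger inhibition of thallium flux through KCNK3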
ANO1 activ: mouse TMEM16A channel activation, primary screen | Q8BHY3 | HEK293 TMEM16A/YFP-H148Q/I152L, iodide quench fluorescence; active compounds read low | B-score at 10 µM | actives 0.3% (n = 340,000) | AID 623877;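 active means fluorescence-ratio B-score plate-corrected deviation score at least 3 library SD below zero, with starting fluorescence score within 5 deviations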;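 further: channel opened by trigger with iodide after compound preincubation; score built on the fluorescence ratio of max minus min over baseline; more negative score means more quench and so TMEM16A activation or potentiation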
MrgX1 PAM: allosterically activates human MrgX1 receptor signaling | Q96LB2 | MrgX1-HEK293, Fluo-4 calcium flux, FDSS; active compounds read high | B-score at 10 µM | actives 0.63% (n = 310,000);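 active means plate-corrected calcium response at least 3 library SD above typical, normal starting fluorescence, not activating the receptor alone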;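 further: compound read alongside a low EC10 to EC30 dose of BAM8-22 agonist; peak minus trough fluorescence over baseline measured at the second addition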
RGS4 pot: RGS4 potentiation or activation; AID 463111; actives 0.92% (n = 310,000); B-score at 10 µM; HEK293 M3R/inducible RGS4, carbachol calcium flux Fluo4; active compounds read low;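 active means B-score of the integrated calcium signal more than 4 SD below the library mean, with starting fluorescence not abnormally high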;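 further: negative B-score means reduced calcium response which marks RGS4 activation or potentiation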
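System: HEK293 FlpIn-TREx cells, stable M3R, doxycycline-inducible RGS4. Timing: overnight RGS4 induction, 30 min dye load 37 °C, 20 min compound RT. Also added: carbachol, ECmax concentration. Measured by: Fluo4 fluorescence kinetic imaging of calcium. Evaluation: integrated calcium ratio converted to B score.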
* = called active by the depositor; i = inactive; . = no result given.

The line under a structure holds: KCNQ1 inh, MrgX1 ag, RGS4 pot, hERG rescue, KCNQ1 act, MrgX1 PAM, KCNK3 inh, RGS4 block, KCNK9 inh, TMEM16A inh, ANO1 activ
#1 Cc1cc(C)cc(N2C(=O)CN(Cc3sccc3C)C2=S)c1
 : i, i, i, -1.7, i, i, i, i, i, i, i
#2 CC(O)C(=O)N/N=C/c1ccccc1C(=O)O (configuration not stated)
 : i, i, i, -2.7, i, i, i, i, i, i, i
#3 CSc1nccn1CC(=O)Nc1ccc(F)cc1
 : i, i, i, -3.5, i, i, i, i, i, i, i
#4 CCOC(=O)c1cc(-c2ccccc2)sc1NC(=O)C(C)Sc1nnc(N)s1 (configuration not stated)
 : i, i, i, -10.3, i, i, i, i, i, i, i
#5 COc1ccc(/C=C(/NC(=O)c2ccccc2Cl)C(=O)NCCCC(=O)O)cc1
 : i, i, i, -6.2, i, i, i, i, i, i, i
#6 Cn1cccc1C1C=C(c2ccc(C(C)(C)C)cc2)Nc2ncnn21 (configuration not stated)
 : i, i, i, -17.9, i, i, -9.14*, i, i, 100*, i
#7 COc1ccc(C(=O)NCC(=O)OCC(=O)NCc2cccs2)cc1
 : i, i, i, -7.2, i, i, i, i, i, i, i
#8 O=C(CN1C(=O)CCC1=O)Nc1nc(-c2ccc(Cl)s2)cs1
 : i, i, i, -17.2, i, i, i, i, i, i, i
#9 O=C(Cn1nc(CNc2ccc(Br)cc2)[n+]2c1CCCCC2)c1ccc([N+](=O)[O-])cc1
 : i, i, i, -10.7, i, i, i, i, i, i, i
#10 CCOC(=O)C1(CCOc2ccccc2)CCN(Cc2ccc(O)c(OCC)c2)CC1
 : i, i, i, -12.5, i, i, i, i, i, i, i
#11 Cc1cc(C)c(C#N)c(Nc2ccccc2F)n1
 : i, i, i, -8.5, i, i, i, i, i, i, i
#12 CC(=O)Nc1ccc(NC(=O)Cn2ccc([N+](=O)[O-])n2)cc1
 : i, i, i, -17.3, i, i, i, i, i, i, i
#13 CCO[C@@H]1OC(C(=O)NC2CC2)=C[C@H](C2CCCCC2)[C@H]1CCCO
 : i, i, i, -2.8, i, i, i, i, i, i, i
#14 COC(c1ccccc1)c1nnc(CCC(=O)N2CCN(Cc3cccs3)CC2)o1 (configuration not stated)
 : i, i, i, -5.2, i, i, i, i, i, i, i
#15 Cc1ccc(N2CCN(CCc3nc4cc(NC(=O)c5ccco5)ccc4n3C)CC2)cc1
 : i, i, i, -23.7, i, i, i, i, i, i, i
#16 CC(OC(=O)CN(C)S(=O)(=O)c1ccc(Cl)cc1)C(=O)Nc1cccc(Cl)c1 (configuration not stated)
 : i, i, i, -4.5, i, i, i, i, i, i, i
#17 CCC(CO)NCc1ccc(Br)cc1 (configuration not stated)
 : i, i, i, -16.2, i, i, i, i, i, i, i
#18 Cc1nc2cc3ccccc3cc2n1C
 : i, i, i, -7.3, i, i, i, i, i, i, i
#19 Cc1cccc(NC(=S)NCC(c2cccnc2)N(C)C)c1C (configuration not stated)
 : i, i, i, -5.2, i, i, i, i, i, i, i
#20 CCOC(=O)c1c(C)c(C(=O)NCCc2ccccc2)c(C)n1C
 : i, i, i, -0.8, i, i, i, i, i, i, i
#21 COc1ccc(-c2ccc(OC)c([C@H]3[C@H]4C=CC[C@@H](C)[C@@H]4C(=O)N3Cc3ccccc3)c2)cc1OC
 : i, i, i, -14.6, i, i, i, i, i, i, i
#22 Cc1cc(C(=O)CSc2nnc(Nc3ccccc3F)s2)c(C)n1CC1CCCO1 (configuration not stated)
 : i, ., i, -14.3, i, ., i, i, i, ., i
#23 CCN(CC)c1ccc(C=Nc2ccccc2C)c(O)c1
 : i, i, i, -8.5, i, i, i, i, i, i, i
#24 COc1ccc(-c2cc(-c3cc(C)ccc3O)[nH]n2)cc1
 : i, i, i, -6.0, i, i, i, i, i, i, i
#25 CCc1c(C2(O)CCCCC2)[nH]c2ccc(C(=O)OC)cc12
 : i, i, i, -1.9, i, i, i, i, i, i, i
#26 O=C(N/N=C/c1cn[nH]c1-c1ccc(F)cc1)c1ccncc1
 : i, i, i, -1.8, i, i, i, i, i, i, i
#27 Cc1ccc(NC(=O)Nc2ccc3c(c2)C(=O)OC3)cc1Cl
 : i, i, i, -8.5, i, i, i, i, i, i, i
#28 O=C(CCN1C(=O)c2cccc3cccc(c23)C1=O)N1CCN(Cc2ccc3c(c2)OCO3)CC1
 : i, i, i, -11.2, i, i, i, i, i, i, i
#29 O=C(CSc1nnc(-c2ccc(F)cc2)o1)N1CCN(C(=O)c2ccco2)CC1
 : i, i, i, -4.2, i, i, i, i, i, i, i
#30 Nc1ccc(C(=O)OCC(=O)N2CCOCC2)cc1[N+](=O)[O-]
 : i, i, i, -13.2, i, i, i, i, i, i, i
#31 COc1cccc(CC2(CO)CCCN(Cc3c(C)cc(C)cc3-n3cccn3)C2)c1 (configuration not stated)
 : i, i, i, -25.7, i, i, i, i, i, i, i
#32 CCOC(=O)c1ccc(OCC(=O)c2ccc(O)cc2O)cc1
 : i, i, i, -9.1, i, i, i, i, i, i, i
#33 Cc1ccc(C(=O)NCCNC(=O)COc2ccccc2Cl)cn1
 : i, i, i, -4.1, i, i, i, i, i, i, i
#34 O=S(=O)([O-])CCC[n+]1ccc(Oc2ccccc2)cc1
 : i, i, i, -2.9, i, i, i, i, i, i, i
#35 CCCN1CCC(N2CCN(c3ccc([N+](=O)[O-])cc3)CC2)CC1
 : i, i, i, -11.1, i, i, i, i, i, i, i
#36 CC(C)c1ccc(S(=O)(=O)N2CCN(C(=O)c3cc(-c4ccccc4)n[nH]3)CC2)cc1
 : i, i, i, -9.8, i, i, i, i, i, i, i
#37 O=[N+]([O-])c1cc([N+](=O)[O-])c(Oc2cccc(Cl)c2Cl)cc1NN1CCCCC1
 : i, i, -8.15*, -6.5, i, i, i, i, i, i, i
#38 CC(C)Oc1cccc(C(=O)NC(=S)Nc2ccccc2N2CCOCC2)c1
 : i, i, i, -18.1, i, i, i, i, i, i, i
#39 NC(=O)CSc1nc2c(sc(=S)n2-c2ccccc2)c(=O)[nH]1
 : i, i, i, -5.0, i, i, i, i, i, i, i
#40 Cc1cc(/C=N/NC(=O)c2cccc(F)c2)c(C)n1-c1ccccc1
 : i, i, i, -11.8, i, i, i, i, i, i, i
#41 Cc1[nH]c2ccccc2c1C(=O)COC(=O)C1CCC(=O)N1 (configuration not stated)
 : i, i, i, -2.7, i, i, i, i, i, i, i
#42 Cn1cnnc1Sc1nc2ccccc2nc1NS(=O)(=O)c1ccccc1
 : i, i, i, -1.4, i, i, i, i, i, i, i
#43 O=C(NCc1n[nH]c(=S)n1-c1cccc(Cl)c1)c1cccs1
 : i, i, i, -9.6, i, i, i, i, i, i, i
#44 C=CCNC(=S)N/N=C/c1cccc([N+](=O)[O-])c1
 : i, i, i, -14.5, i, i, i, i, i, i, i
#45 COC(=O)CCC(=O)c1oc2ccccc2c1NC(=O)CCCN1C(=O)c2ccccc2C1=O
 : i, i, i, -5.8, i, i, i, i, i, i, i
#46 O=C(NC1CCCc2ccccc21)C1CCC(CNS(=O)(=O)c2cccc3nsnc23)CC1 (configuration not stated)
 : i, i, i, -11.9, i, i, i, i, i, i, i
#47 CCCCCCCc1ccc(-c2ccc(O)cc2)nc1
 : i, i, i, -2.6, i, i, i, i, i, i, i
#48 COc1ccccc1CNC(=O)C(C)Oc1ccccc1 (configuration not stated)
 : i, i, i, -8.6, i, i, i, i, i, i, i
#49 Cc1cccc2c1cnn2C(=O)Nc1ccc(Br)cc1F
 : i, i, i, -3.0, i, i, i, i, i, i, i
#50 COc1ccc(/C=C2\CCCC3C2=NN(C(=O)c2scnc2C)C3c2ccc(OC)cc2)cc1 (configuration not stated)
 : 8*, i, i, -9.3, i, i, i, i, i, i, i
#51 Fc1ccc(F)c(CNc2ncnc3cc(Cl)ccc23)c1
 : i, i, i, -8.9, i, i, i, i, i, i, i
#52 CC(C)Cc1nnc(NC(=O)CSc2nc(-c3ccccc3)cc(=O)[nH]2)s1
 : i, i, i, -8.2, i, i, i, i, i, i, i
#53 COc1ccc(C(=O)NC2CCN(C(=S)Nc3cccc(C)c3)CC2)cc1
 : i, i, i, -9.0, i, i, i, i, i, i, i
#54 COc1ccccc1Nc1cc(C(=O)NCc2cccnc2)c2ccccc2n1
 : i, i, i, -7.2, i, i, i, i, i, i, i
#55 O=C(Cn1nnc2c(cnn2-c2ccc(F)cc2)c1=O)OC1CCCCC1
 : i, i, i, -6.4, i, i, i, i, i, 100*, i
#56 COc1cccc(C=Nc2ccccc2C(=O)Nc2nccs2)c1OC
 : i, i, i, -5.7, i, i, i, i, i, i, i
#57 Brc1ccccc1C1N=C(c2ccccc2)NO1 (configuration not stated)
 : i, i, i, -4.3, i, i, i, i, i, i, i
#58 CCCCOc1ccccc1NC(=O)CC1SC(=NCC)N(CC)C1=O (configuration not stated)
 : i, i, i, -4.1, i, i, i, i, i, i, i
#59 Cc1ccc(-n2nc3cc(C)c(NC(=S)NC(=O)/C=C/c4ccco4)cc3n2)cc1
 : i, i, i, -7.8, i, i, i, i, i, i, i
#60 CCN(CC)CCNC(=O)c1cn(CCOC)c(=O)c2c1c1ccccc1n2C
 : i, i, i, -2.4, i, i, i, i, i, i, i

(list continues)
The line under a structure holds: KCNQ1 inh, MrgX1 ag, RGS4 pot, hERG rescue, KCNQ1 act, MrgX1 PAM, KCNK3 inh, RGS4 block, KCNK9 inh, TMEM16A inh, ANO1 activ
#61 Cc1ccc(NC(=O)c2ccc(NS(=O)(=O)c3cccc4cccnc34)cc2)cc1
 : i, i, i, 1.5, i, i, i, i, i, i, i
#62 CCOC(=O)c1[nH]c2ccccc2c1NC(=O)CN1CCCCC1
 : i, i, i, -7.3, i, i, i, i, i, i, i
#63 Cc1cc(C)nc(SCC(=O)Nc2ccc3c(c2)OCO3)n1
 : i, i, i, -3.0, i, i, i, i, i, i, i
#64 Cc1nc2ccccc2c(=O)n1NC(=O)C1CC1
 : i, i, i, -14.4, i, i, i, i, i, i, i
#65 COc1ccc(-n2nc(C(=O)NCc3ccco3)c3c4ccccc4n(C)c3c2=O)cc1Cl
 : i, i, i, -11.8, i, i, i, i, i, i, i
#66 COc1ccc(CCC(=O)NC2CCCCC2)cc1
 : i, i, i, -7.3, i, i, i, i, i, i, i
